High-throughput results deposited in PubChem BioAssay by The Scripps Research Institute Molecular Screening Center.
PREPL inh: human PREPL enzyme inhibition; Q4J6C6; recombinant PREPL, fluorescence polarization activity-based probe; inhibition, % at 5.96 µM; 320,000 tested, 0.68% active; in the data active = inhibition above about 43%;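 note: 0% = enzyme with DMSO and 100% = wells lacking enzyme; many of its hits are not listed in these tables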
PME-1 primary: PME-1 (human) inhibition; Q9Y570; recombinant PME-1, FP-Rh probe fluorescence polarization; inhibition, % at 5.9 µM; 320,000 tested, 0.53% active;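 active = inhibition above the campaign mean of all compounds plus 3 SD, cut at about 26% in these data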;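 note: competitive labeling of PME-1 active site by serine hydrolase directed probe; 0% = PME-1 with DMSO and 100% = wells lacking PME-1 enzyme; inhibitors block probe labeling so polarization falls and inhibition rises; many of its hits are not listed in these tables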
Target sequence (Q9Y570 whole entry, looked up): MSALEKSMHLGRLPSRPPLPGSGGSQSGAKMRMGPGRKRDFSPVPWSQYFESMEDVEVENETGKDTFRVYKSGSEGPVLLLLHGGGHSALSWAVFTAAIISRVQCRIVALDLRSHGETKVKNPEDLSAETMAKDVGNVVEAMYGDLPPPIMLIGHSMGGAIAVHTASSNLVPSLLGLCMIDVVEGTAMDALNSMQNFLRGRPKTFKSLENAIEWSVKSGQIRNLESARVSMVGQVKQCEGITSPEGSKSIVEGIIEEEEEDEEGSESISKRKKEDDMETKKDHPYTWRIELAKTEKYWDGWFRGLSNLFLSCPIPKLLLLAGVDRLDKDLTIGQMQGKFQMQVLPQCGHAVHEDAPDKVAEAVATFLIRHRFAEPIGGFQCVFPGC
PAD4 FP inh: PAD4 (human) enzyme inhibition; Q9UM07; inhibition, % at 6.36 µM; recombinant PAD4, RCA probe fluorescence polarization; AID 485272; 330,000 tested, 0.41% active;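 active = percent inhibition above a cutoff equal to the mean of all tested compounds plus 3 SD, cut at about 15% in these data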;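 note: 0% = PAD4 with RCA probe and DMSO and 100% = probe without PAD4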
Target sequence (Q9UM07 whole entry, looked up): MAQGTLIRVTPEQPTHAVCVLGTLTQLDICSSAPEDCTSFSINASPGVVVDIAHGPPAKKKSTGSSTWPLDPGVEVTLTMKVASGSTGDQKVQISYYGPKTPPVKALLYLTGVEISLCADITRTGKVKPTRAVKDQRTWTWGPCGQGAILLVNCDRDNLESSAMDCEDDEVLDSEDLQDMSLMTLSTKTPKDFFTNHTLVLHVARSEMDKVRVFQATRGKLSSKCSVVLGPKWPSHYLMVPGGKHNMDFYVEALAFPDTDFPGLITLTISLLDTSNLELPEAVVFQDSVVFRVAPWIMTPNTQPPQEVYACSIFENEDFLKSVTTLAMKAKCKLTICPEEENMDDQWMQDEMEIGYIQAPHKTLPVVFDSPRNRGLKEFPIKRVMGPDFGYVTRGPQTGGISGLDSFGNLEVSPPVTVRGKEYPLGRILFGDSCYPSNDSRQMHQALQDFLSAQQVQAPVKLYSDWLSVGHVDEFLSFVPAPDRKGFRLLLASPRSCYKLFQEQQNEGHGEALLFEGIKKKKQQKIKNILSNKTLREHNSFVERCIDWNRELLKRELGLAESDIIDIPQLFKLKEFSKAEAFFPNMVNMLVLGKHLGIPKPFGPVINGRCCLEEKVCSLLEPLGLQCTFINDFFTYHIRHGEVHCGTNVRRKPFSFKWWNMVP
PAFAH1B2 FP inh: PAFAH1B2 (human) inhibition; P68402; recombinant PAFAH1B2, FP-rhodamine activity probe, fluorescence polarization; inhibition, % at 3.39 µM; 340,000 tested, 1.2% active;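 active = inhibition above the mean of all tested compounds plus 3 SD, cut at about 24% in these data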;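 note: 0% = enzyme with DMSO and 100% = wells lacking PAFAH1B2; many of its hits are not listed in these tables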
pPAFAH FP inh: pPAFAH (human) enzyme inhibition. Q13093. recombinant pPAFAH, FP-rhodamine probe fluorescence polarization. inhibition, % at 3.39 µM. 330,000 tested, 1.5% active. AID 463082;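 active = inhibition above the mean inhibition across the screen plus 3 SD, cut at about 25% in these data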;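 note: inhibitors block binding of the rhodamine activity-based probe so polarization drops; 0% = enzyme with DMSO and 100% = wells lacking pPAFAH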
LYPLA2 counter: LYPLA2 (human) inhibition in PME1 counter-screen; O95372; recombinant LYPLA2, FP-Rh probe fluorescence polarization; inhibition, % at 5.9 µM; 320,000 tested, 0.38% active;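 active = inhibition above the screen-wide mean plus 3 SD, limit set per campaign, cut at about 26% in these data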;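 note: 0% = LYPLA2 with DMSO and 100% = wells lacking LYPLA2 enzyme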
LYPLA1 counter: blocks human lysophospholipase 1, a PME1 counter-screen; O75608; recombinant LYPLA1, FP-Rh probe fluorescence polarization; inhibition, % at 5.9 µM; 320,000 tested, 0.16% active; AID 2174;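 active = inhibition above the mean of all tested compounds plus 3 SD, set per campaign, cut at about 14% in these data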;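 note: inhibitors block serine hydrolase probe labeling of LYPLA1 so polarization falls; 0% = enzyme with DMSO and 100% = wells lacking LYPLA1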
PAFAH1B3 inh: PAFAH1B3 (human) inhibition | inhibition, % at 3.39 µM | recombinant PAFAH1B3, FP-rhodamine probe, fluorescence polarization | 340,000 tested, 0.28% active;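 active = inhibition above the screen-wide average of all tested compounds plus 3 SD, cut at about 25% in these data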;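 note: 0% = enzyme with DMSO only and 100% = wells lacking PAFAH1B3 protein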
GSTO1 inh: counter-screen for RBBP9 inhibitors: inhibitors of human GSTO1; P78417; AID 1974; inhibition, % at 5.96 µM; 300,000 tested, 1.1% active; recombinant GSTO1, activity-based probe fluorescence polarization;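 active = inhibition above the campaign mean inhibition plus 3 SD, cut at about 35% in these data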;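 note: 0% = GSTO1-1 with DMSO and 100% = wells lacking GSTO1-1 enzyme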
The depositor's hits bear a star. These rows are one share of the data. The share of hits here may be higher or lower than overall.

The first 2 entries as a preview:
What do the screens show for `O=C(N/N=C/c1ccc[nH]1)c1cccc([N+](=O)[O-])c1`?
PREPL inh: 0; PME-1 primary: 10; PAD4 FP inh: 0; PAFAH1B2 FP inh: -2; pPAFAH FP inh: 2; LYPLA2 counter: -3; LYPLA1 counter: 1; PAFAH1B3 inh: 6; GSTO1 inh: 3

How did O=C(Cc1cccs1)Nc1cccc(C(=O)Nc2ccco2)c1 do in these assays?
PREPL inh: 6; PME-1 primary: -2; PAD4 FP inh: 1; PAFAH1B2 FP inh: 2; pPAFAH FP inh: -4; LYPLA2 counter: -1; LYPLA1 counter: 0; PAFAH1B3 inh: 12; GSTO1 inh: -7

Main list, repeating the preview:
What do the screens show for `O=C(N/N=C/c1ccc[nH]1)c1cccc([N+](=O)[O-])c1`?
PREPL inh: 0; PME-1 primary: 10; PAD4 FP inh: 0; PAFAH1B2 FP inh: -2; pPAFAH FP inh: 2; LYPLA2 counter: -3; LYPLA1 counter: 1; PAFAH1B3 inh: 6; GSTO1 inh: 3

How did O=C(Cc1cccs1)Nc1cccc(C(=O)Nc2ccco2)c1 do in these assays?
PREPL inh: 6; PME-1 primary: -2; PAD4 FP inh: 1; PAFAH1B2 FP inh: 2; pPAFAH FP inh: -4; LYPLA2 counter: -1; LYPLA1 counter: 0; PAFAH1B3 inh: 12; GSTO1 inh: -7

How did COc1ccc(C(=O)NNC2=NS(=O)(=O)c3ccccc32)cc1OC do in these assays?
PREPL inh: 0; PME-1 primary: 0; PAD4 FP inh: 0; PAFAH1B2 FP inh: 0; pPAFAH FP inh: 3; LYPLA2 counter: 2; LYPLA1 counter: 2; PAFAH1B3 inh: -2; GSTO1 inh: -2

Results for COc1ccc(NC(=O)c2ccc(OC(F)F)cc2)cc1Cl ?
PREPL inh: 0; PME-1 primary: -6; PAD4 FP inh: -3; PAFAH1B2 FP inh: 1; pPAFAH FP inh: -3; LYPLA2 counter: 5; LYPLA1 counter: -2; PAFAH1B3 inh: -5; GSTO1 inh: -1

Results for Cc1ccccc1CS(=O)(=O)c1ccc(C(=O)N2CCC(C)CC2)cc1[N+](=O)[O-] ?
PREPL inh: 8; PME-1 primary: 1; PAD4 FP inh: -3; PAFAH1B2 FP inh: 4; pPAFAH FP inh: -4; LYPLA2 counter: 1; LYPLA1 counter: -1; PAFAH1B3 inh: 10; GSTO1 inh: -9

Results for CCN(C[C@H]1N[C@@](CC)(C(=O)OC)[C@H]2C(=O)N(Cc3ccccc3)C(=O)[C@@H]12)S(=O)(=O)c1ccc(OC)cc1 ?
PREPL inh: 19; PAD4 FP inh: -3; PAFAH1B2 FP inh: 3; pPAFAH FP inh: 3; PAFAH1B3 inh: 6

Results for CCOC(=O)N1CCC(Nc2ncnc3c2cnn3-c2ccccc2)CC1 ?
PREPL inh: 9; PME-1 primary: -3; PAD4 FP inh: 1; PAFAH1B2 FP inh: -1; pPAFAH FP inh: 1; LYPLA2 counter: 5; LYPLA1 counter: 2; PAFAH1B3 inh: 14; GSTO1 inh: -6

Results for CN(/N=C/c1cccnc1)C1=NS(=O)(=O)c2ccccc21 ?
PREPL inh: -4; PME-1 primary: -4; PAD4 FP inh: 0; PAFAH1B2 FP inh: -2; pPAFAH FP inh: 2; LYPLA2 counter: -1; LYPLA1 counter: 3; PAFAH1B3 inh: 11; GSTO1 inh: -7

How did O=C(COc1ccc([N+](=O)[O-])cc1)Nc1cc(C(=O)O)cc(C(=O)O)c1 do in these assays?
PREPL inh: 17; PME-1 primary: -3; PAD4 FP inh: -6; PAFAH1B2 FP inh: 1; pPAFAH FP inh: -5; LYPLA2 counter: -5; LYPLA1 counter: -1; PAFAH1B3 inh: 2; GSTO1 inh: 0

Results for CCOc1ccc(C2C(C(N)=O)=C(C)Nc3ncnn32)cc1OC (configuration not stated) ?
PREPL inh: 12; PME-1 primary: -2; PAD4 FP inh: 3; PAFAH1B2 FP inh: 4; pPAFAH FP inh: 1; LYPLA2 counter: 10; LYPLA1 counter: -2; PAFAH1B3 inh: 8; GSTO1 inh: 9

How did Cc1ccc(/C=C/c2ccc(=O)n(Cc3ccccc3Cl)n2)cc1 do in these assays?
PREPL inh: -38; PME-1 primary: -5; PAD4 FP inh: -4; PAFAH1B2 FP inh: -1; pPAFAH FP inh: 5; LYPLA2 counter: -13; LYPLA1 counter: -7; PAFAH1B3 inh: -4; GSTO1 inh: -10

Results for CCN(CC)C(=O)Nc1c(C)n(C)n(-c2ccccc2)c1=O ?
PREPL inh: -6; PME-1 primary: -4; PAD4 FP inh: 2; PAFAH1B2 FP inh: 4; pPAFAH FP inh: 1; LYPLA2 counter: -5; LYPLA1 counter: -2; PAFAH1B3 inh: 3; GSTO1 inh: 1

Results for COc1ccc(OC)c(C2C3=C(CCCC3=O)Nc3c2c(=O)n(C)c(=O)n3C)c1 (configuration not stated) ?
PREPL inh: 3; PME-1 primary: 1; PAD4 FP inh: 2; PAFAH1B2 FP inh: 3; pPAFAH FP inh: 3; LYPLA2 counter: 4; LYPLA1 counter: 5; PAFAH1B3 inh: -3; GSTO1 inh: 9

What do the screens show for `CCOc1cc(NC(=O)c2ccccn2)c(OCC)cc1NC(=O)c1ccccc1`?
PREPL inh: -3; PME-1 primary: 0; PAD4 FP inh: -2; PAFAH1B2 FP inh: 4; pPAFAH FP inh: 3; LYPLA2 counter: -2; LYPLA1 counter: -1; PAFAH1B3 inh: -2; GSTO1 inh: 4

How did O=C(Nc1ccc(N2CCOCC2)cc1)c1nc2ccccc2s1 do in these assays?
PREPL inh: -4; PME-1 primary: 1; PAD4 FP inh: -3; PAFAH1B2 FP inh: 5; pPAFAH FP inh: 0; LYPLA2 counter: 3; LYPLA1 counter: 3; PAFAH1B3 inh: 1; GSTO1 inh: 1

Results for NS(=O)(=O)c1ccc(N2C(=O)C3CC=CCC3C2=O)cc1 (configuration not stated) ?
PREPL inh: 13; PME-1 primary: -3; PAD4 FP inh: -2; PAFAH1B2 FP inh: -1; pPAFAH FP inh: -1; LYPLA2 counter: -2; LYPLA1 counter: 1; PAFAH1B3 inh: 3; GSTO1 inh: -2

How did CCC(C(=O)OCC(=O)N(C)c1c(N)n(Cc2ccccc2)c(=O)[nH]c1=O)c1ccccc1 (configuration not stated) do in these assays?
PREPL inh: -11; PME-1 primary: -2; PAD4 FP inh: 1; PAFAH1B2 FP inh: 4; pPAFAH FP inh: 3; LYPLA2 counter: -2; LYPLA1 counter: 0; PAFAH1B3 inh: 6; GSTO1 inh: 12

Results for COc1ccc(C(C#N)N2CCCCC2)cc1OC (configuration not stated) ?
PREPL inh: -8; PME-1 primary: 3; PAD4 FP inh: 0; PAFAH1B2 FP inh: 0; pPAFAH FP inh: -1; LYPLA2 counter: 2; LYPLA1 counter: 1; PAFAH1B3 inh: 2; GSTO1 inh: -2

What do the screens show for `CCOCCCN1C(=O)CN(C2CCCCCC2)C(=O)C1c1ccc(OC)cc1` (configuration not stated)?
PREPL inh: 5; PME-1 primary: 6; PAD4 FP inh: 0; PAFAH1B2 FP inh: 4; pPAFAH FP inh: 3; LYPLA2 counter: 5; LYPLA1 counter: 3; PAFAH1B3 inh: 5; GSTO1 inh: 5

How did Cc1occc1C(=O)N/N=C/c1ccc(OCc2ccccc2)cc1 do in these assays?
PREPL inh: 15; PME-1 primary: -1; PAD4 FP inh: 3; PAFAH1B2 FP inh: 8; pPAFAH FP inh: -1; LYPLA2 counter: 2; LYPLA1 counter: -2; PAFAH1B3 inh: 3; GSTO1 inh: -5

What do the screens show for `O=C(c1ccc(Cl)cc1)N1CCC(=O)N(C(CO)Cc2ccccc2)CC1` (configuration not stated)?
PREPL inh: 3; PME-1 primary: -4; PAD4 FP inh: 1; PAFAH1B2 FP inh: 0; pPAFAH FP inh: 1; LYPLA2 counter: -2; LYPLA1 counter: 0; PAFAH1B3 inh: 4; GSTO1 inh: 1

What do the screens show for `CCn1cc(CCC(=O)NC(C)c2ccccc2)c2ccccc21` (configuration not stated)?
PREPL inh: 0; PME-1 primary: 4; PAD4 FP inh: 4; PAFAH1B2 FP inh: 3; pPAFAH FP inh: 4; LYPLA2 counter: -4; LYPLA1 counter: 3; PAFAH1B3 inh: 8; GSTO1 inh: -2

How did CC1CC(C)CN(CCCNC(=O)COc2cc(=O)n(C)c3ccccc23)C1 (configuration not stated) do in these assays?
PREPL inh: 8; PME-1 primary: -2; PAD4 FP inh: 0; PAFAH1B2 FP inh: 6; pPAFAH FP inh: 0; LYPLA2 counter: 6; LYPLA1 counter: -1; PAFAH1B3 inh: 8; GSTO1 inh: 9

What do the screens show for `CCOc1ccccc1CNC(=O)c1cn(C)c(=O)c2c1c1ccccc1n2C`?
PREPL inh: 0; PME-1 primary: 4; PAD4 FP inh: 0; PAFAH1B2 FP inh: -2; pPAFAH FP inh: 6; LYPLA2 counter: 3; LYPLA1 counter: -2; PAFAH1B3 inh: -4; GSTO1 inh: 16

What do the screens show for `CC(=O)N1CCN(C(=O)c2cccc(NS(=O)(=O)c3ccc(Br)cc3)c2)CC1`?
PREPL inh: -2; PME-1 primary: -2; PAD4 FP inh: 1; PAFAH1B2 FP inh: 4; pPAFAH FP inh: 6; LYPLA2 counter: -10; LYPLA1 counter: -1; PAFAH1B3 inh: 6; GSTO1 inh: 1

How did Cc1ccc(C)c(S(=O)(=O)N2CCN(CC(=O)Nc3sccc3C#N)CC2)c1 do in these assays?
PREPL inh: 14; PME-1 primary: 10; PAD4 FP inh: -6; PAFAH1B2 FP inh: -4; pPAFAH FP inh: 3; LYPLA2 counter: -1; LYPLA1 counter: 0; PAFAH1B3 inh: 8; GSTO1 inh: 2

What do the screens show for `CC1(C)C(c2ccccc2)=NC(c2ccc(F)cc2)N1O` (configuration not stated)?
PREPL inh: 5; PME-1 primary: -4; PAD4 FP inh: -1; PAFAH1B2 FP inh: 11; pPAFAH FP inh: 1; LYPLA2 counter: 0; LYPLA1 counter: -1; PAFAH1B3 inh: 0; GSTO1 inh: -2

How did COc1ccc(CCNC(=O)COC(=O)/C=C/c2cccs2)cc1 do in these assays?
PREPL inh: 17; PME-1 primary: 7; PAD4 FP inh: -5; PAFAH1B2 FP inh: -4; pPAFAH FP inh: 10; LYPLA2 counter: 3; LYPLA1 counter: 3; PAFAH1B3 inh: 5; GSTO1 inh: -7

Results for CN(C)S(=O)(=O)c1cccc(NC(=O)COC(=O)/C=C/c2ccc3c(c2)OCO3)c1 ?
PREPL inh: 6; PME-1 primary: 1; PAD4 FP inh: -3; PAFAH1B2 FP inh: -1; pPAFAH FP inh: 6; LYPLA2 counter: -2; LYPLA1 counter: -2; PAFAH1B3 inh: 2; GSTO1 inh: -1

How did C=CCc1cccc(/C=N/NC(=O)C(C)Nc2cccc(C)c2)c1O (configuration not stated) do in these assays?
PREPL inh: -5; PME-1 primary: -3; PAD4 FP inh: -2; PAFAH1B2 FP inh: 3; pPAFAH FP inh: 7; LYPLA2 counter: 1; LYPLA1 counter: -2; PAFAH1B3 inh: 14; GSTO1 inh: 4

How did Nc1cccc(NC(=O)c2ccco2)c1 do in these assays?
PREPL inh: -4; PME-1 primary: -5; PAD4 FP inh: -1; PAFAH1B2 FP inh: -4; pPAFAH FP inh: 2; LYPLA2 counter: -5; LYPLA1 counter: -1; PAFAH1B3 inh: 2; GSTO1 inh: 10

Results for CCCCN(C(=O)CSc1cc(C)c2ccc(OC)cc2n1)c1c(N)n(Cc2ccccc2)c(=O)[nH]c1=O ?
PREPL inh: -61; PME-1 primary: -2; PAD4 FP inh: 3; PAFAH1B2 FP inh: -2; pPAFAH FP inh: 0; LYPLA2 counter: 1; LYPLA1 counter: 0; PAFAH1B3 inh: 9; GSTO1 inh: -1
